Screens as filed in PubChem.
PriA SSB inh: K. pneumoniae PriA-SSBct interaction inhibition | AlphaScreen SSBct-PriA binding, biotinylated peptide | inhibition, % at 33 µM | 430,000 compounds, 0.6% hits; in the data active = inhibition mostly above about 37%, no sharp cut-off; inactive = mostly below about 20%;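 also: plate controls were negative control peptide for no effect and reference peptide for full effect; strong numbers were not always called active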
* marks the source's active call; other numbers are inactive results; & = joins results of further samples.

> COc1cccc(C=NNC(=O)CNC(=O)c2ccc(S(=O)(=O)N3CCOCC3)cc2)c1OC
  PriA SSB inh = -6.2

> COc1cccc(C(=O)N2CCc3cc(OC)c(OC)cc3[C@@H]2c2ccccc2)c1
  PriA SSB inh = 1.0

> CCCN(CCC)S(=O)(=O)c1ccc(C(=O)Nc2sc3c(c2C#N)CCC3)cc1
  PriA SSB inh = 1.0

> CCCC(=O)N1CC(C)C(=O)Nc2ccccc21 (stereo not drawn)
  PriA SSB inh = -16.0

> CCN1C(=O)C(C)(C)COc2cc(NC(=O)c3ccccn3)ccc21
  PriA SSB inh = 3.0

> CC(C)(C)c1ccc(OCC(=O)Nc2ccc3c(c2)CN(C(=O)c2cccs2)CC3)cc1
  PriA SSB inh = -12.0&-7.0

> CCc1nnc(NC(=O)CSc2nnc(-c3c[nH]c4ccccc34)n2-c2ccc(F)cc2)s1
  PriA SSB inh = -20.0&18.0

> CC(C)NC(=O)c1ccc(-c2c(Cl)cccc2Cl)o1
  PriA SSB inh = -17.0

> O=C(Nc1cccc2cccnc12)C1CCCN1/C=C/C(=O)C(F)(F)F (stereo not drawn)
  PriA SSB inh = 4.0

> O=C(Cn1cccc(-c2nc(-c3ccc(F)cc3)no2)c1=O)NCc1ccco1
  PriA SSB inh = -12.0

Part of the list above, reformatted:
mol	PriA SSB inh
O=C(Cn1cccc(-c2nc(-c3ccc(F)cc3)no2)c1=O)NCc1ccco1	-12.0
CCN1C(=O)C(C)(C)COc2cc(NC(=O)c3ccccn3)ccc21	3.0
CCc1nnc(NC(=O)CSc2nnc(-c3c[nH]c4ccccc34)n2-c2ccc(F)cc2)s1	-20.0&18.0
CCCC(=O)N1CC(C)C(=O)Nc2ccccc21 (stereo not drawn)	-16.0
CC(C)NC(=O)c1ccc(-c2c(Cl)cccc2Cl)o1	-17.0
COc1cccc(C(=O)N2CCc3cc(OC)c(OC)cc3[C@@H]2c2ccccc2)c1	1.0

Later entries:
> CSCCn1c(=NC(=O)c2ccnn2C)sc2cc(F)ccc21
  PriA SSB inh = 8.0

> COc1ccc(N2CCCS2(=O)=O)cc1NC(=O)c1cccc(C(F)(F)F)c1
  PriA SSB inh = -14.0

> COc1cc2c(cc1OC)CN(S(=O)(=O)CCNC(=O)c1ccccc1SC)CC2
  PriA SSB inh = 8.0

> CCN1CCOc2ccc(NC(=O)c3cccc(OC)c3OC)cc2C1=O
  PriA SSB inh = 1.0

> Cc1cc(OC2CCN(C(=O)CCc3cccc(Oc4ccc(F)cc4)c3)C2)cc(=O)o1 (stereo not drawn)
  PriA SSB inh = -19.0

> O=C(Nc1cnn(C[C@H]2COc3ccccc3O2)c1)c1c[nH]c(=O)c(Cl)c1
  PriA SSB inh = -3.0

> CCOc1ccc(CNC(=O)CCc2nc3sc4c(c3c(=O)[nH]2)CCCC4)cc1OCC
  PriA SSB inh = -12.0

> O=C(NN=Cc1c(O)n(Cc2ccco2)c(=O)[nH]c1=O)c1ccccc1O
  PriA SSB inh = 1.0

> COC(=O)C1CC(OC)CN1S(=O)(=O)c1ccc(-c2cccc(C(F)(F)F)c2)cc1 (stereo not drawn)
  PriA SSB inh = -10.0

> COc1cn(-c2ccc(F)cc2)nc1C(=O)NCc1ccco1
  PriA SSB inh = -5.0

> O=S(=O)(NCc1cncc(-c2cccs2)c1)c1cccc2nsnc12
  PriA SSB inh = -2.0

> O=C(Nc1cccc(Br)c1)c1cnn2c1OCCC2
  PriA SSB inh = -12.0

> O=S(=O)(Nc1ccccc1-c1nc2ccccc2s1)c1ccc(Cl)s1
  PriA SSB inh = -17.0&-19.0

> Cc1cc(OC2CCN(S(=O)(=O)/C=C/c3ccccc3)CC2)cc(=O)n1C
  PriA SSB inh = -5.0

> Cn1ccsc1=NC(=O)Nc1cccc(C(F)(F)F)c1
  PriA SSB inh = -0.1

> CNc1nc(C)nc(NN=Cc2ccccc2)n1
  PriA SSB inh = -15.2

> NCCC(=O)NCc1ccccc1
  PriA SSB inh = -7.0

> CSc1nc2ccc(NC(=O)c3ccc(S(=O)(=O)N4CCCCCC4)cc3)cc2s1
  PriA SSB inh = -8.0

> COc1ccccc1NC(=O)c1ccc(S(=O)(=O)c2ccc(Br)cc2)nc1
  PriA SSB inh = -6.0

> O=C(NCc1ccc2c(c1)OCO2)C1CCN(c2ccc(-c3ccccc3)nn2)CC1
  PriA SSB inh = -16.0

> O=C(NCCn1ncccc1=O)c1ccc(Cl)cc1Cl
  PriA SSB inh = 1.0

> O=C(Cc1ccc(Cl)cc1)NCCn1ncc2c(NCc3ccc(F)cc3)ncnc21
  PriA SSB inh = -8.0

> Cc1ccc(NCCNC(=O)c2cccc(F)c2)nn1
  PriA SSB inh = 1.0

> CC(O)(CNC(=O)c1ccccc1C(F)(F)F)c1cc2ccccc2o1 (stereo not drawn)
  PriA SSB inh = 2.0

> O=C(NN=Cc1cn(-c2ccccc2)nc1-c1cc2ccccc2o1)c1ccccc1Br
  PriA SSB inh = -9.4

> Cc1nc(C)c(C(=O)Nc2cnc(-n3nc(C)c(C)c3C)nc2)s1
  PriA SSB inh = -8.0

> Cn1cccc(C(=O)N2CCCC(Cc3nc(C4CC4)no3)C2)c1=O (stereo not drawn)
  PriA SSB inh = -9.0

> Cc1nc2ccc(NC(=O)c3ccccn3)cc2c(=O)n1-c1ccc(F)cc1
  PriA SSB inh = -15.0&-9.0

> N#Cc1cccnc1OC1CCN(C(=O)c2ccsc2)CC1
  PriA SSB inh = -26.0

> Cn1cc(C(O)CNC(=O)CCc2ccccc2Br)c2ccccc21 (stereo not drawn)
  PriA SSB inh = 4.0

> Cc1cccc(NC(=O)C(=O)NCCN2CCN(c3ccc(F)cc3)CC2)c1C
  PriA SSB inh = 4.0

> COc1cccc(N2CC(C(=O)NCCc3csc(-c4ccc(F)cc4)n3)CC2=O)c1 (stereo not drawn)
  PriA SSB inh = -15.0

> CCC(CC)C(=O)NCCn1ncc2c(=O)n(Cc3cccc(C)c3)cnc21
  PriA SSB inh = 8.0

> COc1ccccc1N1CCN(CCNC(=O)c2ccccc2C(F)(F)F)CC1
  PriA SSB inh = -12.0

> CS(=O)(=O)c1ccc(CCC(=O)N2CCO[C@H](c3ccccc3)C2)cc1
  PriA SSB inh = -6.0

> C#CCn1c(=NC(=O)c2cccc(Br)c2)sc2cc(S(N)(=O)=O)ccc21
  PriA SSB inh = -4.0

> COc1ccc(-c2cn3c(CC(=O)Nc4cccc(C)c4C)csc3n2)cc1
  PriA SSB inh = 15.0

> Cc1nc(C)c(C(=O)NCCn2nc(-c3cccs3)ccc2=O)s1
  PriA SSB inh = -7.0

> O=C1CC[C@@H](N2C(=O)c3ccccc3C2=O)C(=O)N1
  PriA SSB inh = 2.7

> COc1ccc(CNC(=O)N(Cc2ccco2)C2CCOCC2)cc1
  PriA SSB inh = -5.0

> CC(=O)c1ccc(S(=O)(=O)N2CCN(c3ccc4nnc(C5CC5)n4n3)CC2)cc1
  PriA SSB inh = 5.0

> COc1cccc(C(=O)Nc2nnc(SCC(=O)Nc3cccc(C)c3)s2)c1OC
  PriA SSB inh = -17.0

> Nc1nonc1-n1nnc(C(=O)NN=Cc2cccs2)c1-c1ccc2c(c1)OCO2
  PriA SSB inh = -4.7

> COc1cccc(CC(=O)Nc2cc3nc(-c4ccccc4)oc3nc2C)c1
  PriA SSB inh = -15.0

> COc1ccc(N2CC(NC(=O)c3ccc(S(=O)(=O)N4CCOCC4)cc3)CC2=O)cc1OC (stereo not drawn)
  PriA SSB inh = -12.0&-12.0

> CCN(CC)c1c(S(=O)(=O)c2ccc(OC)cc2)cnc2ccc(Cl)cc12
  PriA SSB inh = -19.0

> O=C(COc1ccc(F)cc1)N1CC(N2C(=O)C3CC=CCC3C2=O)C1 (stereo not drawn)
  PriA SSB inh = -7.0

> COc1ccccc1OCCn1c([C@H]2CC(=O)N(Cc3ccc(F)cc3)C2)nc2ccccc21
  PriA SSB inh = -10.0

> O=C(NCCn1nc(C2CC2)n(-c2ccccc2)c1=O)c1ccccc1C(F)(F)F
  PriA SSB inh = -12.0

> CCSc1ccccc1C(=O)N1C2CCC1CC(SC)C2 (stereo not drawn)
  PriA SSB inh = 7.0

Quoted at random: six compounds from above
> COc1ccc(N2CC(NC(=O)c3ccc(S(=O)(=O)N4CCOCC4)cc3)CC2=O)cc1OC (stereo not drawn)
  PriA SSB inh = -12.0&-12.0

> CCSc1ccccc1C(=O)N1C2CCC1CC(SC)C2 (stereo not drawn)
  PriA SSB inh = 7.0

> CCN(CC)c1c(S(=O)(=O)c2ccc(OC)cc2)cnc2ccc(Cl)cc12
  PriA SSB inh = -19.0

> COc1cccc(CC(=O)Nc2cc3nc(-c4ccccc4)oc3nc2C)c1
  PriA SSB inh = -15.0

> O=C(COc1ccc(F)cc1)N1CC(N2C(=O)C3CC=CCC3C2=O)C1 (stereo not drawn)
  PriA SSB inh = -7.0

> COc1cccc(C(=O)Nc2nnc(SCC(=O)Nc3cccc(C)c3)s2)c1OC
  PriA SSB inh = -17.0

(listing goes on)
> O=S(=O)(NCc1cnn2ccccc12)c1ccc2c(c1)CCCC2
  PriA SSB inh = -4.0

> CCc1ccccc1NC(=O)c1nnn(Cc2nc(-c3cccc(OC)c3OC)oc2C)c1C
  PriA SSB inh = -4.0

> COC(=O)C(C)Sc1nnc(CNC(=O)c2cccc(C(F)(F)F)c2)o1 (stereo not drawn)
  PriA SSB inh = 2.0

> Cc1oc(-c2ccccc2)nc1CSc1nc(-c2ccccc2)cc(=O)[nH]1
  PriA SSB inh = 2.0

> COc1ccc(OC)c(S(=O)(=O)Cc2nc(-c3ccc4c(c3)OCO4)no2)c1
  PriA SSB inh = -15.0&2.0

> O=c1c2scc(-c3cccc(Cl)c3)c2ncn1CCOc1ccc(F)cc1
  PriA SSB inh = -13.0

> Cc1cnc2n(c1=O)[C@@H](CC(=O)NCc1ccccn1)CS2
  PriA SSB inh = 5.0

> CC(CO)(CO)NC(=O)c1cnn2c1OCCC2
  PriA SSB inh = -14.0

> CCn1nc(C(=O)N(CCCN(C)C)c2nc3cc(C)cc(C)c3s2)cc1C
  PriA SSB inh = 3.0&4.0

> CO[C@@H](CNC(=O)Cc1ccsc1)c1ccc(Cl)s1
  PriA SSB inh = -3.0

> Nc1ccc2c(c1)N(C(=O)c1ccco1)CC2
  PriA SSB inh = 30.0

> Cc1ccc(C(N)=NOC(=O)COc2ccc(Cl)c(C)c2)cc1
  PriA SSB inh = -12.2

> Cn1ccnc1SCC1CCN(C(=O)c2ccc3nsnc3c2)CC1
  PriA SSB inh = -7.0

> CC(=O)N1CC(C(=O)Nc2ccc3sc(C)nc3c2)C1
  PriA SSB inh = -19.0

> Cc1ccc(-n2nc(C(=O)NN=Cc3cccc(C(F)(F)F)c3)c3ccccc3c2=O)cc1C
  PriA SSB inh = -13.4

> CN1CCN(c2ncc(NC(=O)Nc3cc(F)cc(F)c3)cn2)CC1
  PriA SSB inh = -5.0

> COC(=O)c1sc(-c2ccccc2)cc1NC(=O)/C=C/c1ccccc1
  PriA SSB inh = -6.0

> CO[C@@H](CNC(=O)C(=O)NCc1cccs1)c1ccccc1Cl
  PriA SSB inh = -15.0

> O=C(CN1C(=O)N(c2ccc(Cl)cc2)S(=O)(=O)c2ccccc21)NCCC1=CCCCC1
  PriA SSB inh = -28.0

> COc1cc([N+](=O)[O-])cc(C=NNC(=O)C2COc3ccccc3O2)c1O (stereo not drawn)
  PriA SSB inh = -4.5

> Cc1ccc(N2CCn3c2nnc(C(=O)NCc2ccccc2Cl)c3=O)cc1
  PriA SSB inh = -5.0

> O=[N+]([O-])c1ccc(-c2ccc(C=Nn3cnnc3)o2)c(Br)c1
  PriA SSB inh = -14.4

> Cc1cc(NC(=O)C(=O)NCCCn2ccnc2)ccc1N1CCCC1=O
  PriA SSB inh = 4.0&9.0

> CC1(C)Cc2cccc(OCc3ccc(C(=O)NCCc4c[nH]c5ccccc45)cc3)c2O1
  PriA SSB inh = -6.0&10.0

> O=C(O)Cn1nc(-c2ccncc2)ccc1=O
  PriA SSB inh = -2.0

> COc1ccc(C=Nn2c(SC)nnc(C(C)(C)C)c2=O)cc1
  PriA SSB inh = -3.3

> Cc1ccccc1C(=O)N[C@H]1CCS(=O)(=O)C1
  PriA SSB inh = -25.0

> COc1ccc(-c2cn3nc(SCC(=O)NCCc4ccc(OC)c(OC)c4)ccc3n2)cc1
  PriA SSB inh = -6.0

> CCCc1cc(=O)n(CC(=O)NC(C)CC)cn1 (stereo not drawn)
  PriA SSB inh = -12.0

> COc1cccc(CNC(=O)CCn2cnc3c(cnn3-c3ccc(F)cc3)c2=O)c1
  PriA SSB inh = -15.0

> CCc1ccc2nc(N3CCN(C(=O)C(c4ccccc4)c4ccccc4)CC3)sc2c1
  PriA SSB inh = 1.0

> COC(=O)c1sc(NN=Cc2ccc(C(C)C)cc2)nc1C
  PriA SSB inh = -6.7

> O=C(c1cnc2ccc(F)cc2c1Nc1ccc(OCc2ccccc2)cc1)N1CCSCC1
  PriA SSB inh = 25.0

> CC(C)S(=O)(=O)c1ccc(CC(=O)N2CCCC[C@H](c3ccc(Cl)cc3)C2)cc1
  PriA SSB inh = -6.0

> CCOC(=O)CSCC(=O)Nc1nccs1
  PriA SSB inh = -12.0&5.0

> O=C(NCC[C@H](O)c1ccoc1)NC1CCCC1
  PriA SSB inh = -10.0

> COc1cc(Cl)c(C)cc1NC(=O)c1n[nH]nc1-c1ccccc1
  PriA SSB inh = -20.0

> CCN=c1scc(C)n1N=Cc1ccsc1
  PriA SSB inh = 29.1

> Cc1cc(C)c2sc(N(C[C@H]3CCCO3)C(=O)c3ccc(Br)s3)nc2c1
  PriA SSB inh = 1.0

> O=C(c1cncc(Br)c1)N1CCC[C@H](Cc2nc(C3CC3)no2)C1
  PriA SSB inh = -11.0

> Cc1ccc2nc(-c3ccc(Br)cc3)[nH]c2c1
  PriA SSB inh = -7.0

> O=C(Nc1ccc(F)cc1)N1CCc2ncncc2C1
  PriA SSB inh = -34.0

> CCc1cc2c(NCCCCCC(=O)O)nc(C)nc2s1
  PriA SSB inh = 5.0

> CC(C)c1ccc(NC(=O)CC2CCCCN2S(=O)(=O)c2ccccc2)cc1 (stereo not drawn)
  PriA SSB inh = 12.0

> Cc1nc2c(=O)n(CC(=O)NCC3CCCO3)nc(-c3cccs3)c2s1 (stereo not drawn)
  PriA SSB inh = 3.0

> O=C(Cc1ccccc1Cl)NCCn1nc(C2CC2)n(-c2ccccc2)c1=O
  PriA SSB inh = -2.0

> Fc1ccccc1Nc1nc(-c2ccccn2)cs1
  PriA SSB inh = 77.1*

The list is partial; the hit share may differ from the screen's.
